CCT chaperon mod = modulators of cytosolic chaperonin (CCT/TRiC) activity; purified chaperonin ATPase assay, HTRF ADP detection, 30 min; activity change, % (no concentration beside the values), hits read low; hit rate 0.3% among 360,000; AID 651819; in the data active = activity change below about -30%; also: % is scaled to controls: 0 for no effect and ±100 for the full control effect
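TRiC (40 or 20 nM final, by batch activity) in 30 mM Tris pH 7.4, 100 mM KCl, 5 mM MgCl2, 1 mM DTT was treated with compound at 76 uM single dose, then 10 uM ATP, 30 min at 37 °C. ADP was read by HTRF Transcreener.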
PI5P4Ka inh = PI5P4K alpha (human) kinase inhibition; P48426; PI5P4Kalpha enzyme, ADP-Glo luminescence, 60 min; hits give low values; max response, %; hit rate 1.2% among 330,000; AID 652105; active = max response of -50% or lower; inconclusive = between -30% and -50%; inactive = -30% or higher; also: value at the top dose of about 77 µM; % is scaled to controls: 0 for no effect and ±100 for the full control effect
Target sequence (P48426 whole entry, looked up): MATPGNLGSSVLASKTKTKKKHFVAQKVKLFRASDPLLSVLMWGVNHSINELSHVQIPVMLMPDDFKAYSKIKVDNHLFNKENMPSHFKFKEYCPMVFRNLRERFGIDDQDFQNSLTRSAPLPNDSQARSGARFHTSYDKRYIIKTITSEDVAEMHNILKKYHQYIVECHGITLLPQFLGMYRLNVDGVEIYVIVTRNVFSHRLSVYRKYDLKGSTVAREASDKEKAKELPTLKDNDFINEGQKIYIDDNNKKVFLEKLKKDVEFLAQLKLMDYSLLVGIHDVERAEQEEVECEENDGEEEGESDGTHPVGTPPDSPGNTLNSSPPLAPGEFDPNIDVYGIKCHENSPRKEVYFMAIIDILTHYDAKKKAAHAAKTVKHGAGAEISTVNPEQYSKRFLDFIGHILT
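ADP-Glo luminescence end-point read after a 60 min room-temperature kinase reaction of PI5P4Kalpha plus substrate, initiated with ATP at 5 microM final. Buffer: 0.038 M HEPES pH 7.4, EGTA, 0.1% CHAPS, 5% DMSO.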
EPAC1 antagonist = blocks human EPAC1 exchange factor; hit rate 0.14% among 360,000; EPAC1 GEF assay, Rap1b-BODIPY-GDP exchange fluorescence; Potency, µM (titrated, usually from 115 µM), inactives show at the top dose activity change, negative = inhibition, actives largely listed as inhibitors; O95398; AID 720709;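 also: potency is read from the fitted curve at half-maximal effect; plate controls were vehicle for no effect and positive control for full effect; nearly all actives have a fitted effect of over 50% in size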
WRN helicase inh = inhibitors of human WRN helicase; Q14191; WRN helicase unwinding, fluorescent forked duplex, kinetic; Potency, µM (top dose mostly 114 µM), for inactives: at the top dose activity change, negative = inhibition, most hits filed as inhibitors; hit rate 0.46% among 360,000; also: potency is read from the fitted curve at half-maximal effect; % is scaled to controls: 0 for no effect and ±100 for the full control effect; nearly all actives have a fitted effect of over 55% in size
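Screening of the MLSMR collection measured strand separation of a quenched forked DNA duplex (100 nM) by 20 nM WRN with 2 mM ATP, all final. Compounds were preincubated with enzyme 15 min at room temperature.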
MmCpn inh = inhibitors of Methanococcus maripaludis chaperonin (MmCpn) | purified Mm-Cpn ATPase, ADP Transcreener TR-FRET | Potency, µM (top dose mostly 76.9 µM), for inactives: at the highest dose activity, negative = inhibition, hits mostly inhibitors | hit rate 0.031% among 330,000; also: potency is read from the fitted curve at half-maximal effect; % is scaled to controls: 0 for no effect and ±100 for the full control effect; nearly all actives have a fitted effect of over 80% in size
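TR-FRET (320 nm excitation; 590 and 665 nm emission) reports ADP made from 10 uM ATP by 25 nM enzyme; compounds were preincubated 10 min, reaction run 30 min, both at 37°C.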
EPAC1 agonist = EPAC1 (human) agonism; Potency, µM (doses to about 154 µM), inactives show at the top dose activation, most hits filed as activators; EPAC1 agonist qHTS, biochemical assay; response scale: 100% = response to 6.5 mM cAMP; O95398; AID 720707; hit rate 0.073% among 360,000; also: potency is read from the fitted curve at half-maximal effect; nearly all actives have a fitted effect of over 60% in size
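Nucleotide exchange assay: 100 nM EPAC1 with 250 nM Rap1B loaded with BODIPY-GDP and 50 uM GDP, room temperature. Fluorescence (480/540 nm) read every 5 min for 30 min; signal change normalized to 6.5 mM cAMP as full agonist.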
PLK1 PBD inh = blocks phosphopeptide binding to human PLK1 polo-box domain | P53350 | Plk1 PBD binding of FITC phosphopeptide, fluorescence polarization | Potency, µM, inactives show max response, negative = inhibition, usual class: inhibitors | hit rate 2.8% among 360,000 | AID 720504; also: potency is read from the fitted curve at half-maximal effect; series mostly up to about 57 µM; % is scaled to controls: 0 for no effect and ±100 for the full control effect; nearly all actives have a fitted effect of over 65% in size
EPAC2 antagonist = antagonists of human EPAC2 | EPAC2 GEF exchange of Rap1B-BODIPY-GDP, fluorescence | Potency, µM (highest dose often 114 µM), for inactives: at the highest dose activity, negative = inhibition, most hits filed as inhibitors | hit rate 0.18% among 360,000 | AID 720708; also: potency is read from the fitted curve at half-maximal effect; % is scaled to controls: 0 for no effect and ±100 for the full control effect; nearly all actives have a fitted effect of over 45% in size; many of its hits are not listed in these tables
An asterisk follows results filed as active; ? = inconclusive; . = no result given; & = joins results of further samples; [ ] = dose if it differs, or a comment. Unless noted, calls follow the shape of the dose curve; as a rule, active = well fitted curve in the direction sought with a large enough effect; inconclusive = small, poorly fitted or top-dose-only effect, or another doubt; inactive = no such curve, though single readings can be large; an effect the other way counts as inactive or inconclusive.

compound	CCT chaperon mod	PI5P4Ka inh	EPAC1 antagonist	WRN helicase inh	MmCpn inh	EPAC1 agonist	PLK1 PBD inh	EPAC2 antagonist
CCOC(=O)c1oc2ccc(OC)cc2c1NC(=O)CN1CCN(C)CC1	-0.1	.	8%	10%	-4%	6%	-4%	3%
Cc1ccn(-c2ccc(NC(=O)c3cccs3)cc2)n1	1.1	-9	1%	6%	2%	1%	-2%	-5%
CCC(CC)C(=O)Nc1cc(C(=O)NCCc2ccccc2)ccc1Cl	1.0	.	-1%	-13%	2%	7%	-6%	-8%
CN(C)C(/C=C/Nc1ccc([N+](=O)[O-])cc1)=C(C#N)C#N	-5.5	3	9%	0%	-6%	-3%	-5%	4%
CC1CN(CCc2ccccc2)c2nc3c(c(=O)[nH]c(=O)n3C)n2C1 (configuration not stated)	3.2	2	0%	-8%	0%	10%	-9%	7%
O=C(c1cccc(S(=O)(=O)N2CCCCCC2)c1)N1CCN(c2ccccc2)CC1	0.3	0	6%	2%	0%	10%	5%	-6%
CCCc1nc(SCC(=O)NNC(=O)C2CCCCC2)c2ccccc2n1	-3.4	.	6%	0%	-2%	-2%	0%	1%
Cc1cccnc1NC(=O)/C=C/c1ccc2c(c1)OCO2	-1.1	-6	8%	8%	2%	3%	-7%	18%
CCn1cnc2c1c(=O)n(CC(=O)Nc1cc(C)on1)c(=O)n2Cc1ccccc1	2.8	.	9%	47%[activator]	-1%	-5%	-11%	8%
O=C(CN1CCOCC1)NN=Cc1ccc([N+](=O)[O-])o1	-3.7	-3	1%	-6%	.	16%	-13%	3%
O=[N+]([O-])c1cc(/C=N/N2CCOCC2)cs1	-1.6	2	-5%	-11%	3%	4%	1%	0%
O=c1c2ccccc2ncn1CCCCOc1ccc(Br)cc1	-0.3	3	-4%	4%	3%	11%	-1%	8%
O=C(O)CCCCCNS(=O)(=O)c1c(Cl)cccc1Cl	-0.2	-4	-14%	-5%	0%	-6%	-1%	3%
Clc1ccc(/C=N/N2CCN(Cc3ccccc3Cl)CC2)cc1	-1.5	24	-9%	-7%	4%	9%	-2%	4%
COc1ccc(OC)c(-c2c[n+](=O)c3c(n2[O-])CCCC3)c1	-0.4	3	1%	-2%	-8%	8%	-19%	1%
COC(=O)c1ccccc1NC(=S)N1CCN(c2ccc(OC)cc2)CC1	-0.4	-5	-15%	-2%	0%	12%	-15%	-3%
COc1nc(OC)nc(N2CCC(C(=O)NCc3cccs3)CC2)n1	0.8	1	12%	13%	-1%	-3%	-5%	19%[57.1 µM]
COc1cccc(CN2CCC(Oc3ccc(C(=O)NCc4ccccn4)cc3)CC2)c1	1.2	0	7%	-3%	-2%	10%	-12%	1%
O=C(CNc1cccc(S(=O)(=O)N2CCCC2)c1)Nc1cccc(C(F)(F)F)c1	0.3	0	-17%	-5%	2%	1%	1%	-14%
CCCCn1c(N)c(N(CC(C)C)C(=O)c2cc3ccccc3cc2OC)c(=O)[nH]c1=O	-2.4	0	-3%	-1%	.	7%	-2%	-9%
O=c1cc(CN2CCCCCC2)nc2sccn12	0.2	4	20%	-7%	0%	-2%	-25%	3%
O=C(O)c1cc(-c2cccs2)nc2ccc(F)cc12	-1.3	5	-4%	-2%	-13%	7%	-7%	-10%
Cc1nc(-c2ccccn2)nc(N(C)c2ccccc2)c1Cl	-2.8	8	1%	2%	-3%	4%	-7%	?
CC1CCCCN1C(=O)c1cc(-c2ccc3c(c2)OCO3)on1 (configuration not stated)	1.6	2	-9%	-14%	0%	11%	-3%	-9%
Cc1cccc(C)c1NC(=O)NS(=O)(=O)c1ccccc1	-0.4	3	13%	10%	.	-10%	-12%	-11%

By substructure: the compounds so far with a COOH group (2)
compound	CCT chaperon mod	PI5P4Ka inh	EPAC1 antagonist	WRN helicase inh	MmCpn inh	EPAC1 agonist	PLK1 PBD inh	EPAC2 antagonist
O=C(O)CCCCCNS(=O)(=O)c1c(Cl)cccc1Cl	-0.2	-4	-14%	-5%	0%	-6%	-1%	3%
O=C(O)c1cc(-c2cccs2)nc2ccc(F)cc12	-1.3	5	-4%	-2%	-13%	7%	-7%	-10%

More results follow.
compound	CCT chaperon mod	PI5P4Ka inh	EPAC1 antagonist	WRN helicase inh	MmCpn inh	EPAC1 agonist	PLK1 PBD inh	EPAC2 antagonist
CCOC(=O)C1=NNC(C(=O)c2ccc(Cl)cc2)C1c1ccc(OC)cc1 (configuration not stated)	0.2	6	-4%	-3%	-9%	11%	-11%	?
COc1ccc(N2C(=O)C(Cl)=C(N3CCCC3)C2=O)cc1	-0.3	-1	-13%	-9%	-2%	-1%	-13%	-14%
COc1ccc2c(=O)c(-c3ccccc3)coc2c1	-0.6	-8	-6%	8%	0%	-3%	-5%	-4%
C=CCn1c(P(C)(=O)O)nc2ccccc21	1.0&1.6	4&3	-4%&5%	17%&-4%	-1%&1%	-7%&6%	-7%&0%	4%&0%
CC(C)(C)C(=O)NNC(=O)COc1ccc2ccccc2c1Br	-1.1	1	1%	-5%	-7%	-2%	-6%	-14%
COc1ccc(N(CC(=O)NCC2CCCO2)C(=O)CCC(=O)Nc2nccs2)c(OC)c1 (configuration not stated)	-2.3	-7	-7%	5%	0%	1%	-10%	-2%
CCC(=O)NC(=S)Nc1ccc2oc(-c3ccc(OC)cc3)nc2c1	-13	-6	24%	7%	-11%	11%	-22%	-4%
COC(=O)c1cnn(-c2nc(OC)cc(OC)n2)c1C	0.9	4	-4%	-31%	0%	-5%	-8%	-3%
CC(=O)C(Sc1ncnc2sc3c(c12)CCCC3)C(C)=O	1.2	-4	-7%	3%	-2%	-2%	-1%	10%
CC1CCCCN1C(=O)C12CCC(C)(/C(=N/O)C1)C2(C)C (configuration not stated)	1.8	0	13%	5%	1%	-3%	-4%	8%
Cc1cccc(OCCCC(=O)NC(C)C)c1	-0.7	0	-4%	-2%	4%	5%	-10%	2%
CC(C)Nc1nc(NC(C)C)nc(Oc2ccc(/C=N/O)cc2)n1	-2.8	-2	5%	8%	2%	-7%	-6%	11%
CCCc1c(-c2ccc(F)cc2F)ncn1Cc1ccccc1OC	-0.9	4	-8%	2%	.	-6%	-3%	?
COc1ccc(C)cc1NC(=O)CN(c1ccccc1)S(C)(=O)=O	-0.4	2	-3%	-4%	-3%	2%	-5%	7%
Cc1ccccc1CCN1CCCC(CN(C)CC(C)(C)C)C1 (configuration not stated)	-0.6	12	-1%	2%	1%	1%	-8%	9%
CC(=O)c1cc(C#N)c(SCc2ccc([N+](=O)[O-])cc2)nc1C	1.5	1	-10%	-13%	-10%	9%	-4%	-4%
NNC(=O)c1[nH]c2ccc(Cl)cc2c1-c1ccccc1	0.5	10	-4%	-24%	-5%	2%	-13%	-11%
O=S(=O)(c1ccc(Oc2ccc(Br)cc2F)nc1)N1CCCCC1	0.9	.	-8%	-6%	-9%	1%	-7%	0%
CC(C)(C)c1cc(S(=O)(=O)CCc2ccncc2)cc(C(C)(C)C)c1F	-0.4	2	2%	-4%	2%	-5%	-4%	11%
Cc1ccc(S(=O)(=O)N=Nc2c(O)[nH]c3ccccc23)cc1	0.8	.	1%	3%	1%	-3%	-9%	2%
CCC(c1nnnn1CCc1ccccc1)N(Cc1ccco1)Cc1cc2cc(C)cc(C)c2[nH]c1=O (configuration not stated)	-1.6	2	-12%	-4%	-11%	2%	-1%	-7%
Cc1cc(C)nc(/N=C(\N)Nc2ccc([N+](=O)[O-])cc2)n1	0.3	-9	12%	9%	1%	0%	-1%	22%
COCCNC(=O)CSc1nnc(-c2ccccc2F)n1Cc1ccccc1	0.6	1	-11%	-6%[57.1 µM]	0%	1%	-7%	-2%
CCCCCC(=O)NC(NC(=S)N1CCOCC1)C(Cl)(Cl)Cl (configuration not stated)	-0.7	-2	7%	-3%	-11%	2%	0%	-4%
CCOC(=O)CCCCC(=O)c1[nH]c(=O)[nH]c1CSc1nc(C)cc(C)n1	-1.0	-11	15%	1%	-1%	4%	-3%	3%
CN(CC1COCCO1)C(=O)c1cc(COc2c(F)cccc2F)on1 (configuration not stated)	-2.6	-1	-19%	?	1%	10%	-3%	-1%
CCO[C@@H]1OC(C(=O)NCc2ccccc2)=C[C@H](C2CC2)[C@H]1CCCO	-1.2	-4	2%	5%	.	-7%	-3%	10%

A few values from the list.
MmCpn inh result of CCOC(=O)CCCCC(=O)c1[nH]c(=O)[nH]c1CSc1nc(C)cc(C)n1 stands at -1%
CCT chaperon mod result of CC(=O)C(Sc1ncnc2sc3c(c12)CCCC3)C(C)=O stands at 1.2

Only EPAC2 antagonist and PLK1 PBD inh, for some of the entries so far:
SMILES | EPAC2 antagonist | PLK1 PBD inh
O=C(CN1CCOCC1)NN=Cc1ccc([N+](=O)[O-])o1 | 3% | -13%
CC1CN(CCc2ccccc2)c2nc3c(c(=O)[nH]c(=O)n3C)n2C1 (configuration not stated) | 7% | -9%

From PubChem BioAssay

A portion of the library (hit frequency here may not be typical).
